ER stress death = protection against thapsigargin ER stress killing – CSM14.1 cells, ATP luminescence, primary screen; relative survival (cellular ATP), % at 15 µg/mL (by protocol); CSM14.1 thapsigargin ER stress survival; 48,000 tested, 0.33% active; AID 1010, 2008;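 active = survival measured by cellular ATP above 50% at 15 µg/ml in the first screen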;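 also: cell death triggered by about 15 µM thapsigargin; ATP read 24 h after thapsigargin was added; plate controls were thapsigargin with DMSO for no effect and DMSO without thapsigargin for full effect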
Active calls of the source: *.

compound | ER stress death
COc1ccc(OCCCCNC(C)(C)C)cc1 | -2.8
CC1(C)CC(=O)C2=C(C1)Nc1sc(C#N)c(N)c1C2c1ccccc1 (stereo not drawn) | 3.6
CC(=O)C1=C(C)NC(C)=C(C(C)=O)C1c1cn(-c2ccccc2)nc1-c1cccs1 | 0.3
O=S(=O)(c1ccccc1)N1C2C=CC(C2)C1(C(F)(F)F)C(F)(F)Cl (stereo not drawn) | 0.6
COc1cccc(/C=C(\C#N)c2nc(-c3ccc(Br)cc3)cs2)c1 | -1.5
O=C(Cn1cnc([N+](=O)[O-])n1)Nc1cc(Sc2ccc(Br)cc2)cc([N+](=O)[O-])c1 | 5.5
O=c1c2ccccc2c2nc3c(c(-c4ccccc4O)c12)c(=O)c1ccccc13 | 6.0
CCOc1ccc(NC(=O)CN(CCc2ccccc2)S(=O)(=O)c2ccccc2)cc1 | 2.3
CC1(C)C=C(/C=C/c2ccccc2)NC(=O)N1 | 9.7
O=C1NC(=O)/C(=C\c2ccc(-c3cccc(Cl)c3)o2)S1 | 5.6

Reprinted at random: 5 compounds from above, in no set order.
compound | ER stress death
O=c1c2ccccc2c2nc3c(c(-c4ccccc4O)c12)c(=O)c1ccccc13 | 6.0
O=C1NC(=O)/C(=C\c2ccc(-c3cccc(Cl)c3)o2)S1 | 5.6
CC1(C)CC(=O)C2=C(C1)Nc1sc(C#N)c(N)c1C2c1ccccc1 (stereo not drawn) | 3.6
CC1(C)C=C(/C=C/c2ccccc2)NC(=O)N1 | 9.7
O=C(Cn1cnc([N+](=O)[O-])n1)Nc1cc(Sc2ccc(Br)cc2)cc([N+](=O)[O-])c1 | 5.5

Following part
compound | ER stress death
COc1ccc(C2CC(=O)C3=C(C2)Nc2ccccc2NC3c2cccc3ccccc23)cc1OC (stereo not drawn) | -0.6
COc1ccccc1NC(=O)C1=C(C)NC(=S)NC1c1ccc(O)cc1 (stereo not drawn) | 1.2
CCCCNc1c2c(nc3ccccc13)CC(C)(C)CC2=O | -13.4
C/C(=N\O)c1ccc2c3c([nH]c2c1)CCCC3 | -5.1
Cc1ccc(NC(=O)CN2C(=O)c3ccccc3C2=O)c(C(=O)O)c1 | 6.6
O=C(Nc1ccccc1Cl)c1cc(-c2ccco2)nc2ccccc12 | 5.1
CC(NS(=O)(=O)c1ccc([N+](=O)[O-])cc1)C(=O)O (stereo not drawn) | 7.9
C=CCc1cccc(/C=N/N2CCN(c3ccc(Cl)cc3)CC2)c1O | 10.0
COc1ccccc1NC(=O)c1ccccc1NC(=O)c1cccs1 | 0.6
O=[N+]([O-])c1ccc(N2CCOCC2)cc1N1CCN(CCO)CC1 | 7.3
CCCCNC(=O)/C(=C/c1ccc(Cl)cc1)NC(=O)c1ccc(OC)cc1 | 3.3
Cc1cc(C)cc(NC(=O)C(Cc2c[nH]c3ccccc23)NC(=O)Oc2ccccc2)c1 (stereo not drawn) | 7.1
O=C(O)c1ccccc1SCc1ccccc1 | 10.7
CC(C)(NO)/C(=N/O)c1ccc(Br)cc1 | -2.1
CC1(C)Cc2ccccc2-c2nnc(-c3ccccc3Cl)n21 | 8.5
Cc1ccc(-c2nc3ccccc3s2)cc1NC(=O)COc1ccccc1[N+](=O)[O-] | 6.1
CCOC(=O)C1=C(N)OC2=C(C(=O)CCC2)C1c1ccc(Cl)cc1Cl (stereo not drawn) | 1.1
O=S(=O)(Cc1ccccc1)NCC1CCCO1 (stereo not drawn) | 5.1
CCC(NS(=O)(=O)c1ccc2c(c1)Cc1cc(S(=O)(=O)NC(CC)C(=O)O)ccc1-2)C(=O)O (stereo not drawn) | 1.2
COc1ccc(Cl)cc1C(=O)Nc1cccc(-c2nc3cc(C)c(C)cc3o2)c1 | 8.1
CCN(CC)c1ccc(NC(=O)c2cc(Br)ccc2Cl)cc1 | 4.7
CC(C)(C)C(=O)CC(=O)c1ccc(Br)cc1 | 2.6
O=C1NC(=O)N(c2cccc(F)c2)C(=O)/C1=C/c1ccc(Oc2ccc([N+](=O)[O-])cn2)cc1 | 1.6
CCN(CC)C(=O)Cn1nc(C)c2ccccc2c1=O | 5.0
Cc1ccc(NC(=O)COc2ccc(Cl)cc2Cl)cc1C | 10.1
O=c1[nH]c(=O)n(Cc2ccccc2)c(O)c1/C=C1\C=CC=N1 | -1.2
Cc1ccccc1C(=O)Nc1sc2c(c1C(=O)Nc1cccc3ccccc13)CCC2 | 4.3
CC1(C)CC(=O)C2=C(C1)NC1=C(C(=O)CC(C)(C)C1)C2c1ccc(I)cc1 | -0.2
CCOC(=O)C1=C(C)S/C(=C\N(C)C)C1=O | 3.5
O=C1C=C(Nc2ccc([N+](=O)[O-])cc2)CN1 | 3.3
CCOC(=O)C1=C(C)N=c2s/c(=C/c3c[nH]c4ccccc34)c(=O)n2C1c1ccc(F)cc1 (stereo not drawn) | 3.7
COc1cc(C(=O)Nc2ccc3nn(-c4ccc(C)c(C)c4)nc3c2)cc(OC)c1OC | 8.4
CC(=O)c1ccc(Oc2ccc([N+](=O)[O-])cc2)cc1 | 4.8
Cc1cc(OCC(=O)Nc2ccccc2Cl)cc(C)c1Cl | 2.6
COCCOC(=O)c1ccc(NC(=O)COc2ccc(Cl)cc2C)cc1 | 8.1
CCN(CC)c1ccc(/C=C2\NC(=S)N(c3ccccc3)C2=O)cc1 | 10.8
COc1ccc(C(=O)N2CCN(C(=O)c3ccccc3F)CC2)cc1OC | 13.4
Nc1ccc(C(=O)NCCNCCNC(=O)c2ccc(N)cc2)cc1 | -1.3
Cc1ccc(NCCC(=O)c2ccc(C)o2)cc1 | 28.1
CC1=CC(C)(C)Nc2ccc(OC(=O)C(Cc3ccccc3)N3C(=O)c4ccccc4C3=O)cc21 (stereo not drawn) | 1.0
CCOC(=O)C1=C(C)Nc2ccccc2S1 | 8.0
COc1cc(C2CC(C(F)(F)F)n3ncc(C(=O)N4CCN(Cc5ccccc5)CC4)c3N2)cc(OC)c1OC (stereo not drawn) | 8.5
O=C(/C=C/c1ccc([N+](=O)[O-])cc1)NC(=S)Nc1ccccc1Cl | 4.1
COc1ccc(OC)c(/C=C2\NC(=S)N(c3ccccc3)C2=O)c1 | 18.4
O=C1/C(=C\c2cccc(F)c2)SC(=S)N1Cc1ccccc1 | 4.1
Cc1ccc(C2Nc3ccccc3C(=O)N2Cc2ccccc2)cc1 (stereo not drawn) | -1.2
O=c1c(-c2ccc(Cl)cc2Cl)coc2c(CN3CCCCC3)c(O)ccc12 | -5.8
CCOC(=O)C1=C(C)N=c2s/c(=C\c3ccc(OC)c(OC)c3OC)c(=O)n2C1c1ccccc1 (stereo not drawn) | 2.1
COc1cc(/C=C2\SC(c3ccc(C)cc3)=NC2=O)cc(OC)c1O | 6.4
COc1cccc(NC(=O)c2ccc(C(=O)Nc3cccc(OC)c3)nc2)c1 | 2.9

Four neighbouring compounds from above, for reference:
compound | ER stress death
O=c1c(-c2ccc(Cl)cc2Cl)coc2c(CN3CCCCC3)c(O)ccc12 | -5.8
CCOC(=O)C1=C(C)N=c2s/c(=C\c3ccc(OC)c(OC)c3OC)c(=O)n2C1c1ccccc1 (stereo not drawn) | 2.1
COc1cc(/C=C2\SC(c3ccc(C)cc3)=NC2=O)cc(OC)c1O | 6.4
COc1cccc(NC(=O)c2ccc(C(=O)Nc3cccc(OC)c3)nc2)c1 | 2.9

(list continues)
canonical_smiles,ER stress death
Cc1ccc(/C(O)=C2\C(=O)C(=O)N(CCCC(=O)O)C2c2cccc(F)c2)cc1 (stereo not drawn),-1.3
O=c1cc(-c2ccc([N+](=O)[O-])cc2)nc2cc(-c3cccs3)[nH]n12,2.6
Cc1ccc(N=Cc2c[nH]c3ccccc23)cc1[N+](=O)[O-],14.9
N#C/C(=C\c1ccc(-c2cccc(C(F)(F)F)c2)o1)C(N)=O,3.8
CCOc1ccc(OCCSc2nc3ccccc3c(=O)[nH]2)cc1,-5.1
COc1cc(OC)c(OC)cc1CN1CCN(C(=O)c2ccc([N+](=O)[O-])cc2)CC1,1.1
CCOc1ccc(Cl)cc1/C=C1\C(=N)N2N=C(CC)SC2=NC1=O,-2.3
O=C(N(c1cccc2ccccc12)C1C=CS(=O)(=O)C1)C(F)(F)F (stereo not drawn),-4.8
CCN(CC)CCCCCCOc1ccc(OC)cc1,6.7
COc1cc(C=C2C(=O)N(C)C(=O)N(C)C2=O)ccc1OCc1ccc([N+](=O)[O-])cc1,8.1
O=C1CS/C(=N\N=C\c2cn(Cc3ccc(Cl)cc3Cl)c3ccccc23)N1,2.1
COc1cc(/C=C2\SC(=S)N(Cc3ccccc3)C2=O)ccc1OC(=O)C12CC3CC(CC(C3)C1)C2,3.9
CC(C)c1nnc(NC(=O)Nc2ccc(Cl)c(Cl)c2)s1,0.0
O=C(NCc1ccco1)C1CN(S(=O)(=O)c2ccccc2)CCN1S(=O)(=O)c1ccccc1 (stereo not drawn),2.9
O=C(Nc1ccc(Nc2ccccc2)cc1)c1cccc(Br)c1,6.1
O=C(CSc1ccc(Cl)cc1)NCCc1ccc(F)cc1,0.2
COc1ccc(C2CC(C(F)(F)F)n3nc(C(=O)Nc4cc(C)ccc4O)cc3N2)cc1 (stereo not drawn),4.2
CCOc1cc(C=C2C(=O)NC(=O)NC2=O)ccc1OS(=O)(=O)c1ccc(C)cc1,-0.6
O=C(CSc1cccc2cccnc12)Nc1ccccc1,-3.7
CN1C(=O)/C(=C/c2ccc(OC(=O)c3ccc(F)cc3)cc2)SC1=S,-4.7
O=C(c1cccc(S(=O)(=O)N2CCCCC2)c1)N1CCCc2ccccc21,-6.7
COc1ccc(C(=O)Nc2nc(-c3ccc(Br)s3)cs2)c(OC)c1,-3.4
Cc1cc(C)cc(NC(=O)C2C3C=CC(O3)C2C(=O)O)c1 (stereo not drawn),4.7
O=C(Nc1ccc2oc(-c3cccnc3)nc2c1)c1ccc(OCc2ccccc2)cc1,4.9
CC(=O)Nc1ccc(NC(=O)COc2ccccc2)cc1,2.9
Cn1cccc1CC(=O)N/N=C/c1ccccn1,19.1
COc1ccc(/C=C/c2cc(C(F)(F)F)[nH]c(=O)n2)cc1,8.3
COC(=O)c1sc(NC(=O)c2c(-c3c(Cl)cccc3Cl)noc2C)c(C#N)c1C,4.2
Cc1ccc(-n2[nH]c(C)c(C=NCc3ccncc3)c2=O)cc1,-1.8
Cc1cc(OCC(=O)ONC(=O)c2ccc(Cl)cc2)ccc1Br,1.8
CC1(C)Cc2c(sc3nc(SCC(N)=O)n(Cc4ccccc4)c(=O)c23)CO1,2.4
COc1cccc(C(=O)N2CCN(Cc3ccccc3Cl)CC2)c1,3.0
COC(=O)C1=CN(Cc2cccs2)C=C(C(=O)OC)C1c1ccc(C)s1,5.7
COc1ccc(-n2nc3cc(C)c(NC(=O)c4cc5ccccc5o4)cc3n2)cc1,3.4
Cc1ccc(C(=O)O/N=C(\N)Cc2ccc(Cl)cc2Cl)cc1[N+](=O)[O-],0.1
Cc1ccc(S(=O)(=O)N2CCN(C(=O)c3cccs3)CC2)cc1,0.8
CCOc1ccc(C2=C/C(=C/c3ccc(Cl)cc3)C(=O)O2)cc1,-1.6
COc1cc(/C=N\NC(N)=S)ccc1OC(=O)c1cc(F)c(F)cc1Cl,5.2
CCCS(=O)(=O)c1c(S(=O)(=O)CCC)c2cc(-c3ccncc3)ccn2c1C(=O)OC,7.6
COc1ccccc1NC(=O)c1cnn(-c2ccccc2)c1NC(C)=O,-3.8
COC(=O)CN1C(=O)/C(=C\c2ccccc2F)SC1=S,7.1
COc1ccc(CNC(=O)CSCC(=O)Nc2ccc3ccccc3c2)cc1,1.0
O=C(O)c1ccc(N2C(=O)C=CC2=O)cc1Cl,8.8
COc1ccc2ccccc2c1/C=C(\C#N)C(=O)NCC1CCCO1 (stereo not drawn),-1.9
COc1ccc(N2C(=O)CC(N3CCN(C(c4ccccc4)c4ccc(Cl)cc4)CC3)C2=O)cc1 (stereo not drawn),110.1*
COc1ccc(/C=C2\SC(=Nc3ccc(F)cc3)NC2=O)cc1OC,9.1
CC(=O)c1cc(Cn2cnc([N+](=O)[O-])n2)cs1,0.5
OC(COc1ccc(Cl)cc1)CSc1ncn[nH]1 (stereo not drawn),-2.7
O=C(O)C1C2CCCC1C2c1ccccc1 (stereo not drawn),3.2
Cc1cc(C)c(C(=O)c2ccc(C(=O)O)cc2)c(C)c1,15.9
COc1cc(OC)c(OC)cc1CN1CCN(C(=O)c2ccc(F)cc2)CC1,3.2
C(=N\n1cnnc1)/c1ccc(OCCOc2ccc(C3CCCCC3)cc2)cc1,-0.9
Cc1ccc(-n2nc3cc(C)c(NC(=O)Cc4ccccc4)cc3n2)cc1,-0.4
O=C(Nc1ccc(Cl)cc1Cl)C1C(c2ccccc2)C1(Cl)Cl (stereo not drawn),9.1
O=C(NN=C1CCCC1)c1ccncc1,19.0
Cc1ccc2ccc(S(=O)(=O)n3nnc4ccccc43)cc2c1,-2.6
COc1ccc(C(=O)Nc2ccccc2)cc1S(=O)(=O)NC1CCCCC1,-3.0
COc1ccc(C2CC3CC(c4ccccc4)N2O3)cc1 (stereo not drawn),6.4
O=[N+]([O-])c1cnc(Nc2ccc3ccccc3c2)nc1,1.5
CCOC(=O)c1c(NC(=O)CNCCO)sc(C)c1C,4.5

The list continues:
canonical_smiles,ER stress death
Cc1ccc(N(Cc2ccc(C(=O)Nc3cc(Cl)ccc3C)cc2)S(C)(=O)=O)cc1C,9.7
CCC(Oc1ccccc1)C(=O)NC(C)C (stereo not drawn),10.4
Oc1ccc(Br)cc1C1N(c2ccccc2)CCN1c1ccccc1,2.1
COCCCNC(=O)CN(c1ccc(Cl)c(C(F)(F)F)c1)S(=O)(=O)c1ccccc1,3.4
CCc1ccccc1NC(=O)C(=O)NCCCO,-4.0
Cc1ccc(-c2csc(-c3cc4cc([N+](=O)[O-])ccc4oc3=O)n2)cc1,0.6
O=C(Nc1ccccc1C(=O)NC(Cc1c[nH]c2ccccc12)C(=O)O)c1ccccc1 (stereo not drawn),-2.1
Cc1ccc(CN2CCN(/N=C\c3cc(Br)ccc3O)CC2)cc1,8.2
Cc1ccc(-c2noc(COc3cccc(C)c3)n2)cc1,5.7
CCOc1ccc(N2C(=O)NC(=O)/C(=C/C=C/c3ccco3)C2=O)cc1,1.8
O=C(Nc1nc2ccccc2n1Cc1ccc(Cl)cc1)c1ccc(Cl)cc1,0.4
Cc1ccc(-c2nc3cc(NC(=S)NC(=O)c4ccco4)ccc3o2)cc1,3.1

These rows are one share of the data; the hit share may differ from the screen's.
